bovine MsrA act: bovine methionine sulfoxide reductase A activation; activation, % at 10.6 µM; purified bovine MsrA, absorbance read-out; AID 602163; 360,000 tested, 0.3% active; in the data active = activation above about 7.5%;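 note: 0% = vehicle and 100% = reference activator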
NRP1-CendR mod: modulators of CendR peptide binding to human neuropilin-1 | FAM-RPARPAR peptide binding to NRP-1, fluorescence polarization | inhibition, % at 25 µM | 360,000 tested, 0.85% active | AID 602438;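 active = inhibition or corrected inhibition above about 18%, plus a signal ratio from 0.5 to 1.5, limit read from the data, passing the limit was not always enough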; note: strong numbers were not always called active
MT1-MMP act inh: blocks activation of human MT1-MMP. HT1080 RFP-PRO-GFP cells, GFP/RFP ratio fluorescence, overnight; percent of plate control window, DMSO zero. 360,000 tested, 0.061% active. P50281. GFP/RFP ratio change, % at 20 µM;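 active = GFP/RFP ratio change of at least 30% with cell ATP level not reduced by more than half and red fluorescence within 50% of control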; note: strong numbers were not always called active
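Assay system: HT1080 cells carrying an RFP-PRO-GFP reporter | Dosing: Single dose of 20 µM compound, 1% DMSO final | Incubation: Cells overnight before dosing, compound overnight, 37 °C, 5% CO2 | Evaluation: GFP/RFP fluorescence ratio | Control set: DMSO and RFP-L50D-GFP cell wells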
FAS TE block: inhibitors of human fatty acid synthase thioesterase domain. recombinant FAS-TE, OMFH fluorogenic substrate, fluorescence endpoint. P49327. inhibition, % at 15 µM. 360,000 tested, 0.67% active. AID 602261;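 active = compounds whose normalised, plate-corrected inhibition of enzyme fluorescence in the single-dose primary screen is 50% or more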;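 note: 0% = DMSO with enzyme and 100% = substrate without enzyme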
SKN-1 block: inhibitors of C. elegans SKN-1 | 360,000 tested, 0.49% active | inhibition, % at 21.8 µM | C. elegans VP596 Pgst-4::GFP/RFP ratio, acrylamide-induced, 24 h;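 active = interference check ratio from 0.5 to 1.5 plus GFP to RFP signal ratio inhibition reaching or exceeding a fixed threshold, cut at about 30% in these data, passing the limit was not always enough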; note: some compounds called inactive have numbers as strong as hits
MLLE-PAM2 inh: inhibitors of microRNA-mediated deadenylation, human PABP1 MLLE binding | P11940 | inhibition, % at 20 µM | GST-MLLE / FITC-PAM2 fluorescence polarization | 360,000 tested, 0.36% active; in the data active = inhibition above about 35%, passing the limit was not always enough;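 note: plate controls were DMSO wells with GST-MLLE for no effect and wells lacking GST-MLLE protein for full effect; some results filed as inactive read as strong as hits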
eLon inh: inhibits E. coli Lon protease. P0A9M0. purified E. coli Lon protease, fluorescence polarization. inhibition, % at 7.94 µM. 360,000 tested, 0.42% active; in the data active = inhibition above about 13%, passing the limit was not always enough;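 note: 0% = enzyme with probe and DMSO and 100% = no enzyme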
Neddylation inh: cullin neddylation inhibition; P61081+Q13564; TR-FRET cullin neddylation, biochemical; calls only at 25 µM; 360,000 tested, 0.58% active; AID 651699; in the data active = inhibition above about 36%
Target sequence (P61081 whole entry, looked up): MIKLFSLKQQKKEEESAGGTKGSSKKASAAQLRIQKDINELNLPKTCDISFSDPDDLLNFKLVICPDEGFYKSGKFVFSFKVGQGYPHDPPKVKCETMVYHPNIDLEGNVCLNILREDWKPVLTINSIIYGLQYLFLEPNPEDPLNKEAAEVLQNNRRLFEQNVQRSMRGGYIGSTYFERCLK
Target sequence (Q13564 whole entry, looked up): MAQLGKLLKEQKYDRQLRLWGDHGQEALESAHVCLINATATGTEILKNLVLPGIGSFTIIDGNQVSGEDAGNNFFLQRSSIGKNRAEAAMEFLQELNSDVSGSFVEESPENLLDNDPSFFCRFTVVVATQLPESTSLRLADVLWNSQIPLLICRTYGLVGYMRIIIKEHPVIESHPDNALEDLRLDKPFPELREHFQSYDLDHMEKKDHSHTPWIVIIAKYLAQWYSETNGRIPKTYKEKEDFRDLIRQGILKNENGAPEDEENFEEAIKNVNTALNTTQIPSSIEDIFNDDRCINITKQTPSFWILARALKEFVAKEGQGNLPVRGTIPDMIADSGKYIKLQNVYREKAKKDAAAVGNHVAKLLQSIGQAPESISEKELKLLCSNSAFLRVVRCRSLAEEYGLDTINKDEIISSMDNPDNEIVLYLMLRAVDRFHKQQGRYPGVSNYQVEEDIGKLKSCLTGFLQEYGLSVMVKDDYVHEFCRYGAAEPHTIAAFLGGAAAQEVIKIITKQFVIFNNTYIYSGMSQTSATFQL
Rin1-Abl PPI inh: blocks binding of human Rin1 to Abl. 360,000 tested, 0.4% active. inhibition, % at 7.35 µM. AID 588664. P00519+Q13671. TR-FRET Rin1/Abl binding, biochemical; in the data active = inhibition above about 5%, passing the limit was not always enough
Numbers without * were called inactive; i = inactive; · = not tested or not shown.

SMILES	bovine MsrA act	NRP1-CendR mod	MT1-MMP act inh	FAS TE block	SKN-1 block	MLLE-PAM2 inh	eLon inh	Neddylation inh	Rin1-Abl PPI inh
COc1cccc(-c2c(C(=O)N/N=C/C3CC=CCC3)nnn2-c2nonc2N)c1 (centres undefined)	-8	4	-3	-11	11	-5	-5	i	1
O=c1c2c(-c3ccccc3)csc2nc2n1CCC2	-2	-6	·	-4	6	25	-6	i	1
COc1cc(C)c(CN2CCN(C(=O)CCC(=O)c3ccc(C)s3)CC2)cc1OC	2	-17	1	-6	20	-8	-4	i	3
COC(=O)COc1ccc(S(=O)(=O)N2CCc3ccccc3C2)cc1C	1	-12	0	19	-2	7	5	i	0
CCCNc1[nH]c(=O)n(C)c(=O)c1N=O	-11	-9	5	-17	-20	0	-6	i	0
Cc1cc([N+](=O)[O-])nn1CCCC(=O)Nc1cc(Cl)ccc1Cl	-4	5	1	13	15	4	6	i	-5
COC(=O)[C@@]12C[C@@H](CC(=O)N3CCCCC3)C(=O)N(Cc3ccco3)C1=CCC(C)(C)C2	·	11	-6	·	0	·	·	i	·
CN(Cc1ccccc1)S(=O)(=O)c1ccccc1[N+](=O)[O-]	-2	4	-1	12	2	-5	2	i	-3
COC(=O)c1ccc(SCc2cnc(Cl)s2)cc1	-3	-8	1	7	8	35	-10	i	-3
CC(C)(C)OC(=O)N1CCC[C@H]1C(=O)N1CCC[C@H]1C(=O)NCc1ccncc1	-3	1	2	-14	-5	·	6	i	·
CN(C)S(=O)(=O)c1ccc(C(=O)Oc2cc(=O)[nH]c3ccccc23)cc1	-3	5	-15	2	5	12	7	i	0
CC(C)Oc1cccc(C(=O)C2CCCN(C(=O)c3ccc4c(c3)OCO4)C2)c1 (centres undefined)	0	-3	3	4	13	0	0	i	1
COc1ccc(-c2nc(-c3ccccc3)c(-c3cc([N+](=O)[O-])ccc3C)[nH]2)cc1O	-1	-1	3	35	-5	17	0	i	-2
O=C(Nc1c(S(=O)(=O)c2ccc(Cl)cc2)csc1Br)c1ccccc1Cl	0	6	1	20	9	-5	-10	i	0
C#CC[N+](C)(C)CC#Cc1ccccc1	-5	0	0	-6	12	4	-5	i	2
COc1ccc(NC(=O)COC(=O)c2ccco2)c([N+](=O)[O-])c1	-2	0	0	-4	-4	-5	5	i	-6
C=CCSc1nnc(NC(=O)COc2ccc3ccccc3c2)s1	-3	6	2	-6	13	-20	-4	i	1
CCOc1ccc2nc(N(CCN(C)C)C(=O)c3ccc4ccccc4c3)sc2c1	-3	12	-3	21	-15	-1	2	i	5
COc1ccc(-c2cnc(C(O)c3ccc(OC)c(F)c3)[nH]2)cc1 (centres undefined)	1	-3	2	-3	8	12	-6	i	2
COc1ccccc1N1CCN(C(=O)c2noc(C(C)C)c2[N+](=O)[O-])CC1	-7	0	-6	-2	-6	-5	9	i	1
O=C(O)CC1(C(=O)O)CCCC1	-9	-1	-1	-4	3	6	-10	i	6
Cc1ccc(S(=O)(=O)c2c(N)n(/N=C/c3ccco3)c3nc4ccccc4nc23)cc1C	-5	-102	0	25	13	-14	-8	·	-3
Cc1ccccc1N(C(=O)CCC(=O)Nc1ccccn1)C(C(=O)NC(C)C)c1ccc(O)cc1 (centres undefined)	-13	7	·	-6	-30	-16	-3	i	-1
N#Cc1ccccc1NC(=O)CSc1nnc(-c2ccncc2)o1	-3	5	0	-5	-11	-7	11	i	-1
Cc1cc(C)c2c3c(sc2n1)C(=O)N(c1ccccc1C)CC(=O)N3	-3	20	0	-7	-6	15	5	i	-20
Cc1nc(CCN2C(=O)c3ccccc3C2=O)cs1	-10	3	3	-10	3	27	-1	i	0
O=C(CNC(=O)c1ccccc1)NC1(C(=O)NC2CCCCC2)CCCCC1	-5	-1	-2	0	1	12	8	i	-5
CCOC(=O)CSc1nnc(-c2ccccc2)c(-c2ccccc2)n1	-4	0	-2	14	-17	5	-4	i	2
O=c1cc(-c2ccco2)nc(SCc2cccc(Cl)c2)[nH]1	-13	-22	4	-9	9	10	3	i	-2
O=C(NCc1cccnc1)NC1(C(F)(F)F)Oc2ccccc2O1	-3	7	1	-2	1	0	-4	i	-4

Taken from above:
MLLE-PAM2 inh with CCOC(=O)CSc1nnc(-c2ccccc2)c(-c2ccccc2)n1 : 5
Rin1-Abl PPI inh with CCOc1ccc2nc(N(CCN(C)C)C(=O)c3ccc4ccccc4c3)sc2c1 : 5
bovine MsrA act with O=C(CNC(=O)c1ccccc1)NC1(C(=O)NC2CCCCC2)CCCCC1 : -5

(continued)
SMILES	bovine MsrA act	NRP1-CendR mod	MT1-MMP act inh	FAS TE block	SKN-1 block	MLLE-PAM2 inh	eLon inh	Neddylation inh	Rin1-Abl PPI inh
COc1ccc(NC(=O)CN(C)C2=NS(=O)(=O)c3ccccc32)cc1Cl	-2	-6	3	0	-4	-4	-3	i	-2
NC(=O)CC(NC(=O)Cc1ccc(Cl)cc1)c1ccc(NCCCN2CCCC2=O)c([N+](=O)[O-])c1 (centres undefined)	0	-12	5	-3	12	-7	5	i	-9
O=C(Nc1ccc(NC(=O)c2cccs2)cc1)c1ccco1	-6	16	2	-12	21	-17	-2	i	2
O=C(C1CCCCC1)N1C[C@H](n2cc(-c3ccc(F)cc3)nn2)[C@@H](O)C[C@@H]1c1ccc(Cl)cc1	-1	7	-3	20	17	1	0	i	-4
O=C(Cn1nnc(-c2ccccc2-n2cnnn2)n1)N1CCCCC1	-2	-18	7	-4	11	-5	7	i	1
O=C(COC(=O)c1cc(S(=O)(=O)N2CCOCC2)ccc1F)NCc1ccc2c(c1)OCO2	-2	9	1	-4	16	5	-10	i	0
COc1ccc(/C=N/OCC(=O)N2CCCC2)c(OC)c1	-8	0	-2	-7	1	-3	2	i	-2
O=C(NCCN1CCN(S(=O)(=O)c2ccc(F)cc2)CC1)C(=O)NCc1ccccc1	1	-1	-3	-1	14	-14	5	i	1
CN1CCN(S(=O)(=O)c2ccc(F)cc2)CC1	1	7	2	-7	-6	4	-10	i	-5
COc1cc(S(=O)(=O)N2CCCCCC2)ccc1Cl	-1	5	-1	9	12	-10	-1	i	-1
Cc1ccc(-c2nc3cc(C)c(Br)c(C)n3c2CC(C)(C)C)cc1	4	9	-5	13	0	-2	2	i	9
O=C(C1CCCN(Cc2ccccc2[N+](=O)[O-])C1)N1CCCC1 (centres undefined)	-2	9	0	-2	11	-4	1	i	-2
O=C(CCCC(=O)OCC(=O)c1ccc(F)cc1)Nc1cc(C(F)(F)F)ccc1Cl	0	-6	4	21	-5	-9	-2	i	-2
COc1ccccc1Nc1nnc(SCC(=O)NC2CC2)s1	-1	12	-1	-6	-2	-27	-2	i	-1
COc1cccc(CNC(=O)CCC2CCCN(C(=O)c3cccc(Cl)c3)C2)c1 (centres undefined)	-1	-4	1	-1	-12	2	4	i	3

3 of the entries above in order of the MLLE-PAM2 inh value, lowest first.
compound | bovine MsrA act | NRP1-CendR mod | MT1-MMP act inh | SKN-1 block | MLLE-PAM2 inh | eLon inh | Neddylation inh | Rin1-Abl PPI inh
COc1ccccc1Nc1nnc(SCC(=O)NC2CC2)s1 | -1 | 12 | -1 | -2 | -27 | -2 | i | -1
O=C(CCCC(=O)OCC(=O)c1ccc(F)cc1)Nc1cc(C(F)(F)F)ccc1Cl | 0 | -6 | 4 | -5 | -9 | -2 | i | -2
CN1CCN(S(=O)(=O)c2ccc(F)cc2)CC1 | 1 | 7 | 2 | -6 | 4 | -10 | i | -5

The results go on:
SMILES	bovine MsrA act	NRP1-CendR mod	MT1-MMP act inh	FAS TE block	SKN-1 block	MLLE-PAM2 inh	eLon inh	Neddylation inh	Rin1-Abl PPI inh
c1ccc2c(c1)Nc1cc3ccccc3cc1O2	-2	8	1	-1	4	1	-8	i	-1
CCCc1c(-c2ccc(Cl)cc2)ncn1Cc1ccccc1OC	-1	12	-3	22	-1	·	-3	i	·
Cc1cc(C)cc(NC(=O)c2cc(Cl)sc2Cl)c1	-4	3	2	16	-5	0	-3	i	-3
CC(C)CC(=O)Nc1cccc2c1C(=O)N(c1ccccc1)C2=O	-1	8	-10	4	10	-8	-2	i	-2
CN1CCN(C(=O)c2ccc(C3SCC(=O)N3Cc3ccco3)cc2)CC1 (centres undefined)	-3	-1	-6	-3	34	3	1	i	2
CCn1c(CN2CCOCC2)nnc1SCC(=O)Nc1ccccc1Cl	-3	12	2	-4	9	-8	2	i	0
CNC(=S)N1CCN(c2nc(-c3ccc(Cl)cc3)cs2)CC1	-6	3	4	20	24	-107	-1	i	-2
Cc1cccc(OCCCCN2CCNCC2)c1	-6	7	4	-3	1	0	3	i	0
CCOC(=O)C1CCN(c2ncnc3c2oc2ccc(Br)cc23)CC1	-2	-6	-2	26	2	-5	-6	i	-3
CC(C)OCCCn1c(SC(C)C(=O)NC2CC2)nc2ccccc2c1=O (centres undefined)	-9	-1	5	-4	-9	-20	-7	i	1
Cc1cc(=O)oc2c(N)c(O)ccc12	-6	-5	-1	-8	0	2	-4	i	-2
Cc1ccc(NC(=O)c2ccc3ccccc3n2)cc1S(=O)(=O)N1CCOCC1	-3	16	-1	27	-2	-3	3	i	1
CCOC(=O)N1CCN(Cc2nc(N)nc(Nc3ccc(Oc4ccccc4)cc3)n2)CC1	-2	-13	-7	8	6	-17	4	i	-1
N#C/C(C(=O)N1CCOCC1)=c1/s/c(=C\c2ccccn2)c(=O)n1-c1ccccc1	-2	-4	2	-4	4	10	9	i	1
COC(=O)c1ccc(Cl)c(NC(=O)c2cccc([N+](=O)[O-])c2C)c1	-6	8	4	11	8	-5	4	i	4
O=C1C(=Cc2cccn2-c2ccccc2)C(=O)c2ccccc21	-4	129	-124	-10	3	1	62*	i	-4
N/C(=N\OC(=O)COc1ccc2ccccc2c1Br)c1ccccn1	-2	14	-2	11	8	4	3	i	-56
COc1ccc(CCNC(=O)CCCOc2cc(=O)n(C)c3ccccc23)cc1OC	-5	3	8	5	5	-2	-13	i	0
COCCCN1C(=O)C(O)=C(C(C)=O)C1c1ccccn1 (centres undefined)	-5	-3	-4	-8	13	7	2	i	-1
O=C(O)c1cn(-c2ccc(F)c(F)c2)c2c(F)c(F)c(F)c(F)c2c1=O	-4	3	-6	12	3	7	-2	i	4
COc1ccc(Cl)cc1NC(=S)N(CCN1CCOCC1)C1CCN(C(C)=O)CC1	-3	-5	1	-4	7	-1	-5	i	1
O=C(COC(=O)[C@@H]1CC(O)CN1S(=O)(=O)c1ccc(Cl)c(Cl)c1)NC(=O)NCc1ccccc1 (some centres undefined)	-2	-9	-1	5	4	6	1	i	2
O=C(NCc1ccccc1)c1onc(CSc2ccccc2)c1C(=O)NCc1ccccc1	2	1	1	23	8	2	3	i	-4
CCN(CC)CCOc1ccc2c(c1)C(=NNC(=O)c1ccccn1)c1cc(OCCN(CC)CC)ccc1-2	-3	2	9	-8	6	-16	-10	i	-5
O=[N+]([O-])C1C(c2ccccc2)=NOC1c1ccccc1O (centres undefined)	-3	9	-4	-6	11	-28	-7	i	-1
CCOc1ccccc1C(=O)N1CCOCC1	-13	7	2	-9	-22	-13	-3	i	4
O=C(Nc1ccn(Cc2ccccc2)n1)c1cccc(F)c1	-2	-4	0	-4	-7	3	-11	i	4
CCOc1ccc(C(=O)NC(=S)Nc2ccccc2N2CCCCC2)cc1[N+](=O)[O-]	-4	-15	-5	16	-4	25	1	i	-2
O=C(NC1=C(Nc2ccc(F)cc2)C(=O)c2ccccc2C1=O)c1ccc(Cl)cc1	-2	6	9	13	11	11	-4	i	-6
Nc1cc(OCC(F)(F)F)cc([N+](=O)[O-])c1	-7	4	-1	-2	0	-4	2	i	-2
O=C(COc1cc(F)ccc1[N+](=O)[O-])NCCCc1ccccc1	1	-5	3	30	-5	-2	-5	i	-1
CCOC(=O)C1=C(O)C(=O)N(Cc2ccc(C(C)(C)C)cc2)CC1	-1	11	0	-2	-3	9	-3	i	0
CCOC(=O)c1c(C)n(C)c2ccc(OC(=O)c3ccoc3)cc12	-8	16	14	10	1	-2	-7	i	1

Assay outcomes: PubChem, several laboratories
